PDI inh – PDI (human) enzyme inhibition | AID 588391 | PDI insulin aggregation turbidity, A650, 90 min | actives 0.052% (n = 350,000) | P07237 | inhibition, % at 10 µM;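 active means mean inhibition across replicates of 30% or more, whatever share of single replicates reach that level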;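 further: absorbance from insulin aggregation driven by PDI reduction with DTT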
Target sequence (P07237 whole entry, looked up): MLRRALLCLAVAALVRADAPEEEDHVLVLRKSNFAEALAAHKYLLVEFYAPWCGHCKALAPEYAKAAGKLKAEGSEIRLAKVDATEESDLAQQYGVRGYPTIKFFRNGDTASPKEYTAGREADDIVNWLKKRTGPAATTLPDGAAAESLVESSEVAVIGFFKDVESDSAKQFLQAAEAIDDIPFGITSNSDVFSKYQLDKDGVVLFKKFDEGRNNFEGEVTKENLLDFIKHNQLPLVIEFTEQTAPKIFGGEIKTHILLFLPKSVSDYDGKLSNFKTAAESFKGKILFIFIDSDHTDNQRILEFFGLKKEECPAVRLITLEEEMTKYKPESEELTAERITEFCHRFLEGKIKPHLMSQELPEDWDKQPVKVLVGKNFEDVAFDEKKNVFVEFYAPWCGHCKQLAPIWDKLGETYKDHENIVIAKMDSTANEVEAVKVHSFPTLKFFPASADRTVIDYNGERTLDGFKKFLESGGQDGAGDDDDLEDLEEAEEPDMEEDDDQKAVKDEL
Vif imaging – inhibitors of HIV Vif; HEK293T cells, Vif self-association by quenched fluorescence, imaging, 24 h; inhibition, % at 7.49 µM; actives 0.35% (n = 340,000); in the data active means inhibition above about 50%, passing the limit was not always enough; further: some results filed as inactive read as strong as hits
aDG glyco act – alpha-DG glycosylation activation; activation, % at 10 µM; actives 0.22% (n = 360,000); Pro5-aDG cells, alpha-DG glycosylation AlphaScreen (IIH6); 0% Pro5, 100% B10-LARGE cell signal; AID 624168;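 active means activation of at least 8% versus controls, or a plate z-score of at least 8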;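 further: Pro5 are CHO cells carrying HIG-tagged alpha-DG that lacks glycosylation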
Glyco luc inh – blocks N-linked glycosylation in D54 reporter cells. D54 ERlucT glycosylation luciferase reporter, 24 h; percent of 100 nM tunicamycin response. reporter increase, % at 12.5 µM. actives 0.23% (n = 360,000). AID 588692;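 active means mean luciferase reporter signal, scaled so untreated is 0 and the glycosylation-blocking control 100, at or above a set limit in every replicate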;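 further: luciferase carries N-glycosylation sites so blocking glycosylation raises the light; 0% = median of neutral control wells and 100% = median of 100 nM tunicamycin wells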
Cardio protect – modulators protecting cardiomyocytes from myocardial damage | protection from H2O2 cell death, % at 20 µM | H9c2 cardiomyocytes, H2O2 injury protection, ATPLite, 2 h | actives 0.63% (n = 360,000);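 active means compounds giving at least 50% protection of heart cells from peroxide-induced death in the single-dose screen, raw or plate-pattern-corrected value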;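 further: 0% = DMSO wells with peroxide and 100% = DMSO wells without peroxide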
HTR2A ag – activates the mouse 5-HT2A serotonin receptor; P35363; CHO-K1 mHTR2A beta-arrestin complementation, luminescence; percent of 30 µM serotonin response; activation, % at 7.6 µM; actives 0.66% (n = 360,000); AID 624169;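 active means activation above a run cutoff, the mean activation of all tested compounds plus 3 SD, cut at about 14% in these data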;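 further: 0% = plate median of compound wells and 100% = 30 µM serotonin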
Target sequence (P35363 whole entry, looked up): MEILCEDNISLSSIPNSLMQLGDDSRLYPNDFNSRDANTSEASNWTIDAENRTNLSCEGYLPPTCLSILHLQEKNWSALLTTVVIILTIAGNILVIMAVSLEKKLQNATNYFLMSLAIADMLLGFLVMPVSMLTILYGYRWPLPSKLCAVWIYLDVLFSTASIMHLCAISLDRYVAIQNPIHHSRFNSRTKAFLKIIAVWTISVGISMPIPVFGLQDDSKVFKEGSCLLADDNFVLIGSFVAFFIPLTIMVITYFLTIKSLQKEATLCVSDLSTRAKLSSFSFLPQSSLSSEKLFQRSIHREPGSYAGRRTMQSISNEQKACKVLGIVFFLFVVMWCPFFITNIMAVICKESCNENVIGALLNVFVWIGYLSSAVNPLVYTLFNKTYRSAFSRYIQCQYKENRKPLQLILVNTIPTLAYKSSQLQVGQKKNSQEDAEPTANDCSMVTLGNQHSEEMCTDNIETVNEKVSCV
ABCB6 inh MLPCN – inhibitors of human ABC transporter ABCB6. Q9NP58. K562-ABCB6 porphyrin accumulation, flow cytometry, 1 h; hits give low values. fluorescence ratio to DMSO, % at 10 µM. actives 0.19% (n = 360,000). AID 602162;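 active means fluorescence ratio to DMSO below 75%, the collection mean minus 3 SD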;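 further: signal is porphyrin accumulated inside mitochondria; 100% equals median channel fluorescence of DMSO control wells; lower ratio means ABCB6 inhibition with less porphyrin fluorescence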
hiPSC survival – hiPSC single-cell survival enhancement | ATPlite luminescence; 100% = ROCK inhibitor wells, 0% = DMSO | survival enhancement, % at 20 µM | actives 0.044% (n = 360,000) | AID 602274; in the data active means survival enhancement above about 18%;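 further: cells exposed to compounds for 16 hours before the ATP read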
CaV13 ICDI inh – Disruptors of the CACNA1D IQ motif to Ca2+-dependent inactivation inhibitor domain association, primary screening, Förster resonance energy transfer in intact living …; inhibition, % at 12.3 µM; HEK cells, CFP/YFP FRET ICDI-IQ, plate reader, 10 min; percent FRET-ratio fall versus neutral wells; actives 0.098% (n = 340,000);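 active means mean replicate inhibition of at least 30% and at least 1% of replicates passing that level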;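 further: 0% = median of the neutral control wells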
Exocytosis inh – lytic granule exocytosis inhibition | actives 0.66% (n = 360,000) | AID 651702 | TALL-104 LAMP-1 surface exposure, flow cytometry; cells stimulated with thapsigargin and PMA | inhibition, % at 10 µM;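 active means inhibition above about 55%, limit read from the data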
* hit, by the source's call; / = no result given. No enrichment for hits; any-hit rate near 3.1%.

SMILES | PDI inh | Vif imaging | aDG glyco act | Glyco luc inh | Cardio protect | HTR2A ag | ABCB6 inh MLPCN | hiPSC survival | CaV13 ICDI inh | Exocytosis inh
COc1ccc(C)cc1N1CC(C(=O)Nc2ccccc2C(=O)NC2CC2)CC1=O (centres undefined) | 7 | -1 | 0.0 | -1 | 1 | -3 | 101 | 1.9 | -6 | -3
CC(=NCc1ccco1)c1c(O)n(C2CCCCC2)c(=O)[nH]c1=O | -2 | -1 | -0.3 | 2 | 1 | -4 | 99 | 0.8 | -5 | -3
Cc1nn(Cc2ccc([N+](=O)[O-])cc2)c(=O)n1-c1ccccc1Cl | -11 | 12 | 0.1 | 1 | 4 | 1 | 101 | -0.4 | 3 | -2
CCOC(=O)CN(C(=O)CSc1nnc(CNc2ccc(F)cc2)n1CC)c1ccc(F)cc1 | 7 | 6 | 5.2* | 0 | 3 | 6 | 90 | -1.4 | -5 | 2
Cc1ccc2c(c1)c(C)c(C)n2CC(O)CN1CCOCC1 (centres undefined) | 4 | 9 | -0.1 | 2 | 5 | 2 | 128 | 6.0 | -4 | 3
FC(F)(F)c1ccc(-n2cnc3ccccc32)nc1 | 12 | 4 | -0.1 | 0 | -3 | 8 | 87 | -0.9 | -3 | 37
O=C(CC(c1ccco1)S(=O)(=O)c1ccccc1)c1ccccc1 (centres undefined) | -4 | -23 | -0.1 | 3 | -10 | 2 | 97 | 0.9 | -6 | -2
CC(NC(=O)c1ccco1)c1nc(-c2ccccc2Cl)no1 (centres undefined) | 1 | -18 | -0.1 | -1 | 5 | 1 | 102 | 0.2 | -3 | -9
Cc1onc(C(=O)NN)c1-c1csc(COc2ccc(Cl)cc2)n1 | 7 | -7 | 0.2 | -2 | 2 | -2 | 92 | -0.5 | / | -1
O=C(Nc1ccc(Cl)cc1)C1CCCC1 | -3 | -4 | -0.1 | 1 | -3 | 1 | 98 | -0.6 | -6 | -8
CN1NC(=O)CC1c1ccccc1 (centres undefined) | 1 | -13 | -0.1 | 0 | -2 | -2 | 95 | -1.0 | -6 | -1
COC(=O)c1ccc(NC(=S)N2CCN(Cc3ccccc3Cl)CC2)cc1 | 8 | 0 | 0.2 | 0 | -16 | -1 | 99 | -0.9 | -2 | 1
CCN1CCCC(NC(=O)c2scc3c2CCCC3)C1 (centres undefined) | -3 | 22 | 0.0 | -7 | 6 | 1 | 98 | -1.2 | -9 | 10
COc1ccc(C2(C(=O)NCc3ccco3)CCCC2)cc1OC | 1 | 12 | -0.1 | 1 | 6 | 1 | 99 | -2.2 | / | 0
C[C@@H]1CN([C@H](C)CO)C(=O)CCCn2cc(nn2)CO[C@H]1CN(C)C(=O)Nc1cccc(C(F)(F)F)c1 | -5 | 0 | 0.0 | 1 | -6 | -3 | 101 | -0.3 | -2 | -2
C=CCn1c(COc2ccccc2F)nnc1SCC(=O)Nc1cc(C)on1 | -5 | -6 | 0.1 | -1 | 0 | -3 | 100 | 1.8 | -5 | 0
Cc1nc(C)c(C(=O)Nc2ccc(C)c(F)c2)o1 | -5 | -3 | -0.2 | 1 | -3 | -9 | 104 | 1.4 | -6 | -2
COC(=O)c1c(C)nc(C)c(C(=O)OC)c1-c1ccc(OC)cc1 | -6 | -3 | -0.1 | 3 | 4 | 4 | 93 | 1.5 | -4 | 1
CC1CCCCN1C(=O)CCC(=O)Nc1nnc(C(F)(F)F)s1 (centres undefined) | -3 | 4 | 0.1 | 1 | 5 | -3 | 97 | 1.7 | -2 | -2
O=C(COC(=O)c1ccccc1Cl)Nc1nccs1 | 21 | -5 | -0.1 | 1 | -3 | 0 | 99 | -1.4 | -8 | -2
c1ccc(CNc2nc(NCCOc3ccccc3)c3sccc3n2)cc1 | 2 | -9 | 3.0 | -9 | -19 | -12 | 92 | -1.3 | -12 | 36
CCOC(=O)C(=O)NC12CC3CC(CC(C3)C1)C2 | -3 | / | -0.2 | 2 | -1 | -3 | 100 | 3.6 | -5 | 2
CCOC(=O)C1=C(c2ccccc2)OC(N)=C(C#N)C1c1ccco1 (centres undefined) | -2 | / | 0.0 | 1 | -4 | 1 | 99 | -0.2 | -4 | -2
COc1ccccc1C(=O)NCCCNC(=O)c1cnccn1 | -1 | 7 | -0.2 | 2 | -1 | -6 | 96 | -0.1 | -3 | -2
O=C(O)c1ccc(NN=CC2=C(N3CCOCC3)/C(=C/c3ccccc3)CC2)cc1 | -1 | 0 | 0.2 | -1 | -2 | 0 | 115 | 2.8 | -6 | -5

Going on with the list.
SMILES | PDI inh | Vif imaging | aDG glyco act | Glyco luc inh | Cardio protect | HTR2A ag | ABCB6 inh MLPCN | hiPSC survival | CaV13 ICDI inh | Exocytosis inh
O=C(c1ccc(NC(=S)Nc2ccc(Cl)c(Cl)c2)cc1)N1CCCC1 | 3 | 5 | -0.2 | -2 | -17 | -3 | 105 | -0.6 | -3 | 1
COc1ccc(NC(=S)N(Cc2cccnc2)Cc2cc3cc(OC)c(OC)cc3[nH]c2=O)cc1 | 1 | -1 | 0.2 | -3 | 66* | 1 | 88 | 0.3 | -7 | -4
Cc1cc(C(=O)NCC(=O)OC(C)C(=O)N2CCOCC2)ccc1[N+](=O)[O-] (centres undefined) | -15 | 2 | -0.3 | 0 | 8 | 5 | 93 | 6.3 | -7 | -6
Cc1cccn2c(=O)c(/C=N/O)c(NCc3ccccc3)nc12 | 5 | -2 | 0.3 | 1 | -4 | 4 | 91 | -0.5 | -5 | -2
CCCCN1C(=O)C(=O)N(CC(=O)c2ccc[nH]2)C1=O | 1 | -5 | -0.1 | 1 | 2 | 4 | 103 | -0.4 | -5 | -3
Cc1noc(NS(=O)(=O)c2ccc(NC(=O)c3ccccc3NS(=O)(=O)c3ccc(F)c(F)c3)cc2)c1C | -4 | 8 | -0.1 | 2 | 1 | -1 | 100 | -1.6 | -2 | 1
OC(c1ccc(OCc2ccccc2)cc1)c1nnc(-c2ccccc2)o1 (centres undefined) | 3 | -8 | 0.7 | -3 | -36 | -6 | 102 | -2.0 | -5 | 0
COc1cccc(CN(C(=O)COc2ccc(Cl)cc2)C2CCS(=O)(=O)C2)c1 (centres undefined) | -7 | -1 | 0.2 | -2 | 3 | 8 | 100 | 0.8 | -3 | 4
OCC[C@@H]1C[C@@H](O)[C@H](O)[C@]2(CCCCO2)O1 | -8 | -3 | 0.2 | 5 | 2 | 1 | 87 | -0.5 | -4 | -3
COCCn1c(SCC(=O)NCCc2ccccc2)nnc1-c1ccco1 | -3 | 3 | -0.2 | 2 | 1 | 3 | 101 | -2.1 | -5 | -1
COc1ccccc1NC(=O)N(Cc1ccco1)Cc1cc2ccc(C)c(C)c2[nH]c1=O | -2 | 21 | 0.2 | 18 | 21 | -2 | 97 | 1.6 | -5 | 2
OC1(c2ccc(Cl)c(Cl)c2)C[n+]2ccccc2N1Cc1ccccc1 (centres undefined) | 3 | -8 | 0.1 | 12 | 0 | -8 | 98 | -0.7 | -18 | -5
COc1cc(S(=O)(=O)NCCN2CCOCC2)c(OC)cc1Cl | 10 | 14 | 0.1 | 1 | 0 | -2 | 98 | 0.3 | -4 | -1
CCOC(=O)c1cnc2ccc(F)cc2c1Nc1ccc2c(c1)OCCO2 | -6 | -5 | 0.2 | -4 | 3 | 4 | 98 | -0.8 | -13 | 16
O=C(COC(=O)C1COc2ccccc2O1)Nc1cccc(S(=O)(=O)N2CCCCC2)c1 (centres undefined) | -13 | 10 | -0.1 | 0 | -4 | 1 | 92 | 1.0 | -6 | 0
COc1cccc(-n2nnnc2SCC(=O)NCc2ccc3c(c2)OCO3)c1 | 5 | 1 | 0.1 | -2 | 0 | 2 | 100 | 0.0 | -10 | -1
COc1ccccc1CNC(=O)C(=O)NCC1CCCN1S(=O)(=O)c1cccs1 (centres undefined) | -8 | 3 | 0.0 | 0 | -1 | 6 | 93 | -0.4 | -7 | 0
COc1ccc(-c2nc3ccccc3c(=O)n2-c2c(C)n(C)n(-c3ccccc3)c2=O)cc1 | 2 | 7 | 0.0 | -1 | 11 | 6 | 99 | 0.1 | -5 | -4
Cc1[nH]c2ccccc2c1N=Nc1ccc(F)cc1 | -2 | 13 | -0.4 | -3 | -34 | 2 | 89 | 0.0 | 2 | 4
CCCOP(=O)(OCCC)C(Nc1cccc(C(F)(F)F)c1)c1ccc(C)cc1 (centres undefined) | -7 | -14 | 0.4 | -1 | -8 | -4 | 97 | 1.3 | -4 | -7
Nc1ccc(-c2nc3c(Cl)c(N)ccc3[nH]2)cc1 | 9 | 13 | -0.1 | 0 | 18 | 2 | 91 | -2.9 | / | -3
Cc1ccc(-n2c(SCC(N)=O)nc3c(c2=O)C2(CCCC2)Cc2ccccc2-3)cc1 | -1 | -9 | 0.0 | -2 | -10 | 0 | 103 | -0.4 | -4 | 21
CCCCCCc1ccc(OC(=O)c2ccncc2)cc1 | 7 | -7 | 0.0 | 0 | -9 | -1 | 98 | 0.0 | -19 | -2

An excerpt of these results, with two lines to a compound.
Every second line gives: PDI inh | Vif imaging | aDG glyco act | Glyco luc inh | Cardio protect | HTR2A ag | ABCB6 inh MLPCN | hiPSC survival | CaV13 ICDI inh | Exocytosis inh
- COc1cc(S(=O)(=O)NCCN2CCOCC2)c(OC)cc1Cl
→ 10 | 14 | 0.1 | 1 | 0 | -2 | 98 | 0.3 | -4 | -1
- CCOC(=O)c1cnc2ccc(F)cc2c1Nc1ccc2c(c1)OCCO2
→ -6 | -5 | 0.2 | -4 | 3 | 4 | 98 | -0.8 | -13 | 16
- O=C(COC(=O)C1COc2ccccc2O1)Nc1cccc(S(=O)(=O)N2CCCCC2)c1 (centres undefined)
→ -13 | 10 | -0.1 | 0 | -4 | 1 | 92 | 1.0 | -6 | 0
- COc1cccc(-n2nnnc2SCC(=O)NCc2ccc3c(c2)OCO3)c1
→ 5 | 1 | 0.1 | -2 | 0 | 2 | 100 | 0.0 | -10 | -1
- COc1ccccc1CNC(=O)C(=O)NCC1CCCN1S(=O)(=O)c1cccs1 (centres undefined)
→ -8 | 3 | 0.0 | 0 | -1 | 6 | 93 | -0.4 | -7 | 0
- COc1ccc(-c2nc3ccccc3c(=O)n2-c2c(C)n(C)n(-c3ccccc3)c2=O)cc1
→ 2 | 7 | 0.0 | -1 | 11 | 6 | 99 | 0.1 | -5 | -4
- Cc1[nH]c2ccccc2c1N=Nc1ccc(F)cc1
→ -2 | 13 | -0.4 | -3 | -34 | 2 | 89 | 0.0 | 2 | 4
- CCCOP(=O)(OCCC)C(Nc1cccc(C(F)(F)F)c1)c1ccc(C)cc1 (centres undefined)
→ -7 | -14 | 0.4 | -1 | -8 | -4 | 97 | 1.3 | -4 | -7
- Nc1ccc(-c2nc3c(Cl)c(N)ccc3[nH]2)cc1
→ 9 | 13 | -0.1 | 0 | 18 | 2 | 91 | -2.9 | / | -3
- Cc1ccc(-n2c(SCC(N)=O)nc3c(c2=O)C2(CCCC2)Cc2ccccc2-3)cc1
→ -1 | -9 | 0.0 | -2 | -10 | 0 | 103 | -0.4 | -4 | 21
- CCCCCCc1ccc(OC(=O)c2ccncc2)cc1
→ 7 | -7 | 0.0 | 0 | -9 | -1 | 98 | 0.0 | -19 | -2
